Scp-1 inhibitor: inhibitors of human Scp-1 phosphatase; Q9GZU7; inhibition, % at 20 µM; Recombinant Scp1, phosphopeptide, malachite green phosphate absorbance; 0.88% of 340,000 active; AID 493091;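 active = inhibition above about 50% at 20 µM, limit read from the data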;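 note: plate controls were DMSO wells with enzyme for no effect and wells lacking enzyme for full effect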
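Test system: SCP-1 phosphatase catalytic domain, residues 76-261; measured by: colorimetric phosphate reagent with accelerator and stabiliser, absorbance at 630 nm; timing: enzyme reaction 45 min at room temperature, colour 5 min, stabilisation 30 min; also added: Phosphorylated 17-residue peptide substrate; compound dosing: one concentration, 20 µM, with 1.0% DMSO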
NadD inh: inhibitors of Staphylococcus aureus NadD; purified NadD enzyme, colorimetric absorbance read-out; inhibition, % at 20 µM; 0.78% of 360,000 active; AID 602399; in the data active = inhibition above about 26%; note: some compounds past the cut are filed as inactive
MT1-MMP act inh: blocks activation of human MT1-MMP | P50281 | HT1080 RFP-PRO-GFP cells, GFP/RFP ratio fluorescence, overnight; percent of plate control window, DMSO zero | GFP/RFP ratio change, % at 20 µM | 0.061% of 360,000 active | AID 651647;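 active = GFP/RFP ratio change of at least 30% with cell ATP level not reduced by more than half and red fluorescence within 50% of control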; note: strong numbers were not always called active
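Assay system – RFP-PRO-GFP reporter HT1080 cells · Compound dosing – single dose of 20 µM compound, 1% DMSO final · Incubation – overnight compound exposure at 37 °C · Measure – GFP/RFP fluorescence ratio · Benchmarks – DMSO wells and RFP-L50D-GFP cells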
SKN-1 block: blocks SKN-1 activity in C. elegans; 0.49% of 360,000 active; inhibition, % at 21.8 µM; C. elegans VP596 Pgst-4::GFP/RFP ratio, acrylamide-induced, 24 h; AID 624304;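 active = interference check ratio from 0.5 to 1.5 plus GFP to RFP signal ratio inhibition reaching or exceeding a fixed threshold, cut at about 30% in these data, passing the limit was not always enough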; note: some compounds called inactive have numbers as strong as hits
LMPTP inh: blocks human LMPTP phosphatase; inhibition, % at 20 µM; recombinant LMPTP-A, OMFP fluorogenic substrate, fluorescence intensity; 0.22% of 360,000 active; AID 651560; P24666;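 active = compounds that cut the enzyme signal by at least half of the control window in the single-dose screen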;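 note: plate controls were DMSO wells with enzyme plus substrate for no effect and substrate without enzyme for full effect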
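Test system: LMPTP-A, protein tyrosine phosphatase of low molecular weight; Input: 0.625 nM enzyme; Incubation: 50 min dark incubation at room temperature; Signal: endpoint fluorescence intensity from OMFP dephosphorylation; Read-out basis: % inhibition versus control wells.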
DNMT1 block: blocks human DNA methyltransferase DNMT1; P26358; DNMT1 molecular beacon, Hinp1I cleavage, fluorescence; inhibition (reported as % activation of signal), % at 10 µM; 0.83% of 360,000 active; in the data active = inhibition above about 50%
Rpn11 inh: Rpn11 (human) deubiquitinase inhibition; human 26S proteasome, Ub4-pepOG fluorescence polarization; 20S core pre-blocked with epoxomicin; calls only at 20 µM; 0.59% of 360,000 active; AID 588493;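 active = inhibition at 20 µM, scaled to each plate's controls, above about 33%, limit read from the data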
Target sequence (O00487 whole entry, looked up): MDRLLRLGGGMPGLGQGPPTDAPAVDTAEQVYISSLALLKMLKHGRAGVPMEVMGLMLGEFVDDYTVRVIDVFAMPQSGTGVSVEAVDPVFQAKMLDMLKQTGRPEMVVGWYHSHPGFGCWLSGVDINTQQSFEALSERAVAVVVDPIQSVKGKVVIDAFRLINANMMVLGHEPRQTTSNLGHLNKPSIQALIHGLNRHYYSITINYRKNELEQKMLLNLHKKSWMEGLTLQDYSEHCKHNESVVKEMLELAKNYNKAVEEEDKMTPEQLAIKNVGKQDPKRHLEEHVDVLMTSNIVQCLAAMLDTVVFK
STEP inh: blocks human striatal-enriched tyrosine phosphatase; 0.25% of 360,000 active; P54829; inhibition, % at 20 µM; recombinant STEP, OMFP fluorogenic substrate, fluorescence; AID 588621;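 active = inhibition at 20 µM, scaled per plate between control wells, above about 37%, limit read from the data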;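 note: 0% = DMSO with enzyme and substrate and 100% = substrate only without enzyme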
Target sequence (P54829 whole entry, looked up): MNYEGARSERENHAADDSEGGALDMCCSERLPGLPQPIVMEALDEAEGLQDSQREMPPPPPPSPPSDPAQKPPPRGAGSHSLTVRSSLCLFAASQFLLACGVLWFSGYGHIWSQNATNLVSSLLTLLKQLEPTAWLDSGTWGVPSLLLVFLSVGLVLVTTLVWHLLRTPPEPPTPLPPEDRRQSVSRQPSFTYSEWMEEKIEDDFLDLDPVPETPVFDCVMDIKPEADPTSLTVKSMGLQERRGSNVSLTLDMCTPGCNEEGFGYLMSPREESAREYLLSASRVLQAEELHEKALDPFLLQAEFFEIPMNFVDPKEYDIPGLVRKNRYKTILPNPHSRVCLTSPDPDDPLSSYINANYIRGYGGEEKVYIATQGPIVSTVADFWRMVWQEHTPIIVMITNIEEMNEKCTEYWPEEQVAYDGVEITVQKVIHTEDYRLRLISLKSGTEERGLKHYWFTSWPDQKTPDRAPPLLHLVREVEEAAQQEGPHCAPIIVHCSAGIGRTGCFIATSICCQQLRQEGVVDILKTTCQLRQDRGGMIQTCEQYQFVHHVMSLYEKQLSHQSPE
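Measure: Control-normalized % inhibition with plate pattern correction | Test system: STEP phosphatase, cell-free reaction | Medium: pH 6.0 Bis-Tris with DTT and Tween 20 | Technique: Fluorescence, 480/540 nm | Times: Reaction 20 min, ambient temperature | Doses: Single compound dose of 20 µM, 1% DMSO final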
CendR NRP1 mod: modulators of CendR peptide binding to human neuropilin-1 | FAM-RPARPAR peptide binding to NRP-1, fluorescence polarization | inhibition, % at 25 µM | 0.85% of 360,000 active;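 active = inhibition or corrected inhibition above about 18%, plus a signal ratio from 0.5 to 1.5, limit read from the data, passing the limit was not always enough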; note: strong numbers were not always called active
SUMO1 PPI mod: modulators of human SUMO1-mediated protein-protein interactions. P63165. SUMO1 binding to a labelled peptide, TR-FRET, 1 h. inhibition, % at 20 µM. 0.33% of 360,000 active; in the data active = inhibition above about 37%
Target sequence (P63165 whole entry, looked up): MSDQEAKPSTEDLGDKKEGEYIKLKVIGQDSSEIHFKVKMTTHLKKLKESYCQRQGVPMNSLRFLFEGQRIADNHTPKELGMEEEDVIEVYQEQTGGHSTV
Numbers without * were called inactive; i = inactive; x = no result given. No enrichment for hits; about 3.9% have a hit in one of these screens.

SMILES	Scp-1 inhibitor	NadD inh	MT1-MMP act inh	SKN-1 block	LMPTP inh	DNMT1 block	Rpn11 inh	STEP inh	CendR NRP1 mod	SUMO1 PPI mod
CC(=O)Nc1ccc(-c2csc(NNC(=O)c3ccccc3)n2)cc1	-8	5	-4	-8	0.9	-5	i	-1	-18	-1
CCOc1ccccc1NC(=O)COC(=O)c1ccccc1SCC(=O)N1CCCC1	4	-2	2	2	0.8	0	i	1	-2	1
COc1ccccc1-c1nc(C#N)c(N2CCN(C(=O)c3ccco3)CC2)o1	-2	-2	1	6	-0.3	6	i	-1	2	-11
CN(C(=O)c1ccc2c(=O)n3c(nc2c1)CCCCC3)c1cccc(Cl)c1	-4	-1	0	14	-0.4	-2	i	-2	0	4
O=C(CCCOc1ccccc1)OCn1nnc2ccccc2c1=O	-3	-6	0	-8	0.1	1	i	2	-3	-3
COc1cc(/C=N/NC(=O)c2ccccn2)ccc1OC(=O)c1ccc(Br)cc1	-13	13	-2	3	5.8	-6	i	1	6	3
O=S(=O)(c1cccc(NC(=S)N2CCN(c3ccccc3F)CC2)c1)C(F)F	3	-5	0	9	1.3	-4	i	-4	-4	0
O=C(COc1ccccc1F)Nc1ccc(S(=O)(=O)Nc2nccs2)cc1	4	-1	-1	-7	-0.4	2	i	-2	5	6
Cc1ccc(CN2CCC(=O)N2)cc1	-4	-5	1	-2	-1.4	2	i	-1	-7	2
Cn1c(=O)c2c(ncn2Cc2ccccc2)n(C)c1=O	-9	4	2	-2	-2.8	9	i	0	-4	6
COc1ccc(C=NCCc2ccc(OC)c(OC)c2)cc1OC	x	1	-2	16	-1.1	13	i	-1	2	4
O=C(CCc1nnc2ccc(NCc3ccco3)nn12)Nc1ccccc1F	28	5	-2	16	0.0	8	i	1	12	6
Cc1ccc(C)c2[nH]c(=O)c(CCNC(=O)c3ccc(S(=O)(=O)N(C)C)cc3)cc12	-13	4	-3	-5	0.7	0	i	0	13	1
Cc1nnsc1NC(=O)OCc1ccc(Cl)cc1Cl	0	0	-1	4	0.7	-2	i	-1	9	-1
Cn1cc(CC(=O)NCCCN2CCCC2)c2ccccc21	2	-2	6	-10	-0.5	-2	i	3	8	0
C/C(=N\NC(=O)C1CC1c1ccccc1)c1ccc(C)s1 (stereo not drawn)	3	-1	2	-6	0.4	-4	i	-1	3	1
CC(C)CC(COCc1cccc(C(F)(F)F)c1)N1CCN(C(=O)c2cccc(C(F)(F)F)c2)CCC1=O (stereo not drawn)	-11	-1	-2	16	2.5	-9	i	2	8	5
CC(CCc1ccccc1)NC(=O)c1cccnc1 (stereo not drawn)	0	1	-2	-21	-0.6	1	i	0	3	-3
O=C1C(c2ccccc2)c2ccccc2N1Cc1ccccc1 (stereo not drawn)	-12	2	-5	4	1.3	4	i	4	-5	5
O=C(COC(=O)Cn1[nH]c(=O)c2ccccc2c1=O)NNC(=O)c1ccccc1	-5	8	0	-1	-1.3	5	i	2	18	-1
O=C(Nc1nc2c(s1)CN(Cc1ccccc1)CC2)C1CCCC1	-1	10	-4	20	3.5	28	i	0	-42	-8
CCOC(=O)Cc1csc(NC(=O)Cn2cnc3c2c(=O)n(C)c(=O)n3C)n1	1	-10	-1	1	-0.1	5	i	-4	-5	1
Cc1ccc(CC2SC(N)=NC2=O)cc1 (stereo not drawn)	2	-8	-2	-1	-0.4	1	i	-1	-12	-3
N#Cc1c(/N=C/N2CCOCC2)sc2c1CCCCC2	-6	-6	-3	22	0.2	-2	i	-5	5	-1
COc1ccc(CCN2CC(C(=O)N(C)CC(=O)Nc3ccc(F)c(F)c3F)CC2=O)cc1OC (stereo not drawn)	-7	2	-3	-2	-8.2	3	i	1	3	-10

(continued)
SMILES	Scp-1 inhibitor	NadD inh	MT1-MMP act inh	SKN-1 block	LMPTP inh	DNMT1 block	Rpn11 inh	STEP inh	CendR NRP1 mod	SUMO1 PPI mod
CCOC(=O)C1=C(C)OC(=Cc2ccccc2)C1=O	x	-3	-13	20	-1.1	6	i	2	-78	-7
CCN(CC)S(=O)(=O)c1ccc(Cl)c(C(=O)Nc2cc(C)nn2-c2ccccc2)c1	6	0	-2	-12	-0.6	2	i	-2	0	5
COc1ccc(OC)c(C2=Nn3c(nnc3-c3cc(OC)c(OC)c(OC)c3)SC2)c1	3	4	8	13	2.8	-3	i	6	-5	4
Cc1cccc([C@@H]2[C@@H]3C(=O)N(Cc4ccccc4)C(=O)[C@@H]3[C@]3(Cc4ccc(Cl)cc4)C(=O)N(c4cccc(Br)c4)C(=O)N23)c1	-17	22	6	-11	1.7	-2	i	2	-5	-12
O=C(NCc1cccnc1)c1cc(C2CCCCN2C(=O)c2ccc3c(c2)CCO3)on1 (stereo not drawn)	x	0	6	2	-1.1	6	i	-3	-2	9
COc1cccc(OCCN2CCN(c3ncnc4c3cnn4-c3ccccc3)CC2)c1	-5	-5	3	-31	1.3	-9	i	0	14	22
Cc1noc(C)c1COc1ccc(C(=O)OCC(=O)Nc2ccc3c(c2)OCO3)cc1	-5	-16	1	-1	1.4	-5	i	-2	-8	8
CCCCn1c(N)c(N(CCC(C)C)C(=O)c2cc(-c3ccco3)nc3ccccc23)c(=O)[nH]c1=O	61*	7	-3	15	9.2	37	i	12	-13	1
O=C(COC(=O)/C=C/c1ccc(Cl)cc1Cl)NCCC1=CCCCC1	2	2	2	-9	-0.4	4	i	15	13	2
Cc1ccccc1-n1ncc2c1CC(C)(C)CC2NC(=O)C1=CC(=O)CC(C)(C)O1 (stereo not drawn)	-5	3	-3	5	-0.8	-3	i	0	0	0
COc1cc(NC(=O)Nc2nnc([C@H]3C[C@H](O)[C@@H](CO)O3)s2)cc(OC)c1	x	7	-3	9	1.0	1	i	1	9	4
CN(Cc1ccccc1)C(=O)c1cccc(NC(=O)Cc2ccc(NC(=O)C3CCN(C(=O)C4CC4)CC3)cc2)c1	-12	6	1	-5	-2.0	1	i	2	0	7
Cc1cccc(NC(=O)c2ccc(C(=O)c3ccccc3)o2)c1	8	-8	5	0	0.2	-2	i	0	-10	-11
CCC[C@@H](CN[C@@H](CNC)C(C)C)NCCCCc1ccccc1	-9	-14	4	5	0.2	2	i	0	10	-11
COc1cc(S(=O)(=O)Nc2ccccc2C(=O)N2CCCCC2)ccc1NC(C)=O	-10	1	-3	6	-1.9	9	i	1	9	-7
CCC1(C)Nc2ccccc2C(=O)N1O (stereo not drawn)	-6	-4	3	6	-1.8	-1	i	0	26*	-1
CC(=O)c1ccc(N(C(=O)CNC(=O)c2ccco2)C(C(=O)NC2CCCC2)c2ccc(C)o2)cc1 (stereo not drawn)	-5	-4	1	-2	1.2	1	i	-1	-2	-3
O=[N+]([O-])c1cccc(S(=O)(=O)NCCc2ccccc2)c1	-5	-5	2	-2	0.4	0	i	0	4	-19
CCCCN(CCCC)Cc1cc2ccccc2c2c1COC2	-2	-2	-4	26	-1.3	4	i	-1	-2	-4
COC(=O)c1cccc(CSc2nnc(-c3ccco3)n2-c2ccccc2)c1	-3	2	10	-6	-0.3	-2	i	4	-12	1
O=C(CN(Cc1ccc(F)cc1)C(=O)CNS(=O)(=O)c1ccc(F)cc1)NCC1CCCO1 (stereo not drawn)	1	-5	1	-3	-0.5	-1	i	2	-2	5
CCOc1ccc(N(C)C(=O)CCc2nnc3ccc(N4CCOCC4)nn23)cc1	1	-5	-2	-10	-2.2	-2	i	-2	1	1
CN(C(=O)c1cccc(NC(=O)Cc2ccc([N+](=O)[O-])cc2)c1)C1CC1	-8	-2	8	14	-1.4	-5	i	0	-1	-21
Cn1nc(C(=O)NCCCN2CCCCC2)c2c1-c1ccccc1SC2	0	-2	7	3	1.4	1	i	0	2	0

With a hit mark in CendR NRP1 mod (from the list above):
SMILES	Scp-1 inhibitor	NadD inh	MT1-MMP act inh	SKN-1 block	LMPTP inh	DNMT1 block	Rpn11 inh	CendR NRP1 mod	SUMO1 PPI mod
CCC1(C)Nc2ccccc2C(=O)N1O (stereo not drawn)	-6	-4	3	6	-1.8	-1	i	26*	-1

Exported as labelled records: entries from further up.
> CCC1(C)Nc2ccccc2C(=O)N1O (stereo not drawn)
  Scp-1 inhibitor: -6
  NadD inh: -4
  MT1-MMP act inh: 3
  SKN-1 block: 6
  LMPTP inh: -1.8
  DNMT1 block: -1
  Rpn11 inh: i
  STEP inh: 0
  CendR NRP1 mod: 26*
  SUMO1 PPI mod: -1

> Cc1noc(C)c1COc1ccc(C(=O)OCC(=O)Nc2ccc3c(c2)OCO3)cc1
  Scp-1 inhibitor: -5
  NadD inh: -16
  MT1-MMP act inh: 1
  SKN-1 block: -1
  LMPTP inh: 1.4
  DNMT1 block: -5
  Rpn11 inh: i
  STEP inh: -2
  CendR NRP1 mod: -8
  SUMO1 PPI mod: 8

> Cc1cccc([C@@H]2[C@@H]3C(=O)N(Cc4ccccc4)C(=O)[C@@H]3[C@]3(Cc4ccc(Cl)cc4)C(=O)N(c4cccc(Br)c4)C(=O)N23)c1
  Scp-1 inhibitor: -17
  NadD inh: 22
  MT1-MMP act inh: 6
  SKN-1 block: -11
  LMPTP inh: 1.7
  DNMT1 block: -2
  Rpn11 inh: i
  STEP inh: 2
  CendR NRP1 mod: -5
  SUMO1 PPI mod: -12

> CN(Cc1ccccc1)C(=O)c1cccc(NC(=O)Cc2ccc(NC(=O)C3CCN(C(=O)C4CC4)CC3)cc2)c1
  Scp-1 inhibitor: -12
  NadD inh: 6
  MT1-MMP act inh: 1
  SKN-1 block: -5
  LMPTP inh: -2.0
  DNMT1 block: 1
  Rpn11 inh: i
  STEP inh: 2
  CendR NRP1 mod: 0
  SUMO1 PPI mod: 7

High-throughput results as filed in PubChem BioAssay.
